Assay outcomes from PubChem.
OXTR agonist: activates the human oxytocin receptor | P30559 | CHO-OTR cells, Fluo-8 calcium fluorescence; normalized: DMSO 0%, oxytocin 100% | activation, % at 3 µM | 0.32% of 320,000 active | AID 2435;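 active = activation above the mean of all tested compounds plus 3 SD, cutoff set per screening run, cut at about 20% in these data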;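 also: peak over basal fluorescence ratio from a 100 s FLIPR kinetic read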
PHOSPHO1 inh: inhibitors of human PHOSPHO1 phosphatase; AID 1565; Q8TCT1; recombinant PHOSPHO1, absorbance phosphatase assay; inhibition, % at 13.3 µM; 1.1% of 290,000 active; in the data active = inhibition above about 60%
Target sequence (Q8TCT1 whole entry, looked up): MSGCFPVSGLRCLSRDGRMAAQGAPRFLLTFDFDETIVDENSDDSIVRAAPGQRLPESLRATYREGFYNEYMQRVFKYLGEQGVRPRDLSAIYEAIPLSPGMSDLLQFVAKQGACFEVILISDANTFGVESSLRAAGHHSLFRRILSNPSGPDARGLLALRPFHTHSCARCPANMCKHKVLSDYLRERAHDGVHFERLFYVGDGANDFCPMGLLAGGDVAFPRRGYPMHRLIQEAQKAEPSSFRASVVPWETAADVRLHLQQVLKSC
GPR7 antagonist: human neuropeptides B/W receptor 1 antagonism | inhibition, % at 4.4 µM | 1.1% of 290,000 active | GPR7-expressing cells, fluorescence antagonist assay; in the data active = inhibition above about 16%, passing the limit was not always enough;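 also: cells stimulated with the agonist NPW; 0% = agonist with vehicle and 100% = vehicle without agonist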
NALP1 yeast inh: inhibitors of NALP1 inflammasome in yeast; S. cerevisiae NALP1/ASC/caspase-1 growth, X-gal OD620, 72 h; inhibition, % at 10 µM; 0.61% of 280,000 active; in the data active = inhibition mostly above about 24%, no sharp cut-off; inactive = mostly below about 32%; also: some compounds called inactive have numbers as strong as hits
MEKK2 mut-MEK5: signal of MEK5 binding to mutant human MEKK2 PB1 domain | 0.35% of 290,000 active | bead flow cytometry, Alexa488-MEK5 binding to MEKK2 mutant | percent response, % at 10 µM; in the data active = percent response above about 24%, passing the limit was not always enough; also: inactives centre near 1; some results filed as inactive read as strong as hits; reference of the scale not given here
DNA FID counter: displaces DNA intercalator in HCV helicase counter-screen; DNA fluorescent intercalator displacement, fluorescence; inhibition, % at 7.9 µM; 0.17% of 290,000 active; in the data active = inhibition above about 37%;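 also: 0% = vehicle and 100% = reference compound; higher means more ethidium bromide displaced from hairpin DNA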
MEKK3 PB1 HTS: MEKK3-MEK5 PB1 interaction, increase or decrease. Q99759. bead-based flow cytometry, Alexa488-MEK5 binding to MEKK3; actives lie on both sides; 0 = blocked by unlabeled MEK5, 100 = vehicle. binding response (% of control), % at 10 µM. 1.4% of 290,000 active. AID 1529;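 active = binding response more than 3 SD above or below the average of its plate-row segment, actives on both sides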;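 also: Alexa488 bead fluorescence after subtracting the streptavidin-only scavenger bead signal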
Target sequence (Q99759 whole entry, looked up): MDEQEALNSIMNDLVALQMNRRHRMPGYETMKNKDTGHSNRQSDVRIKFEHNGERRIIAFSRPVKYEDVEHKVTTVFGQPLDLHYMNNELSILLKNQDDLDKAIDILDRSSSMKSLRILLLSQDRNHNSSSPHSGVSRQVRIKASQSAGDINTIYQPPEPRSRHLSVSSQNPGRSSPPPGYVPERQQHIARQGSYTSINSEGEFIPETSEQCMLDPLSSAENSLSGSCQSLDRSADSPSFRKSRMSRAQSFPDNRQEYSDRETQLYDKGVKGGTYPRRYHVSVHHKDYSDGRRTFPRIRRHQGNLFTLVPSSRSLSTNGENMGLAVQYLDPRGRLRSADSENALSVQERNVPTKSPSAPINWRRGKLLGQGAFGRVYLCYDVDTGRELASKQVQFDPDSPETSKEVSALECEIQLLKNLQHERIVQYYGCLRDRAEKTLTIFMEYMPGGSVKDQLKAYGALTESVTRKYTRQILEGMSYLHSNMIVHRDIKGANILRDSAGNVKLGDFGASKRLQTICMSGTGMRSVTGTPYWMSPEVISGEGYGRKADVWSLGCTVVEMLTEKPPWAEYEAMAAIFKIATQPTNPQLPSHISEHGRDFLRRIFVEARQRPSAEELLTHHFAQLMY
PfM18AAP inh: PfM18AAP enzyme inhibition; recombinant PfM18AAP, H-Glu-NHMec fluorogenic cleavage; inhibition, % at 7.35 µM; 1.2% of 290,000 active;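 active = inhibition above the campaign mean inhibition over all tested compounds plus 3 SD, cut at about 28% in these data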;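 also: 0% = plate median of test compound wells and 100% = 2 mM ZnCl2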
MEKK2wt PB1 HTS: raises or lowers MEK5 binding to wildtype human MEKK2 PB1 domain; Q9Y2U5; bead flow cytometry, Alexa488-MEK5 binding to MEKK2 WT; actives lie on both sides; binding response (% of control), % at 10 µM; 1.1% of 290,000 active; in the data active = binding response below about 67% or above about 130%
* hit, by the source's call; nt = no result given.

1: CCc1cc2c(N3CCCCC3)ncnc2s1
2: O=C(O)c1cn(-c2ccc(F)cc2)c2cc(Cl)c(F)cc2c1=O
3: CCCCn1c(SCc2c(C)noc2C)nc2cc(S(N)(=O)=O)ccc21
4: Cc1cc(-c2ccc(C)c(S(=O)(=O)NCCc3ccco3)c2)on1
5: CC(=O)NC1(c2nnnn2CCOC(=O)Nc2ccc(Cl)cc2)CCCCC1
6: O=C(NCc1cccs1)[C@@H]1CSC2c3ccccc3C(=O)N21 (some centres not stated)
7: CC1CC(C)CN(S(=O)(=O)N2CCCC(C(=O)NCCCN3CCCCC3C)C2)C1 (configuration not stated)
8: COc1ccc(CC(=O)NNC(=O)CSc2ccc(C)cc2)cc1
9: Cc1cc(C(=O)NCc2ccco2)c2cc(F)ccc2n1
10: CC(C)c1nc(SCC(=O)Nc2ccc3c(c2)OCCO3)n[nH]1

Screen / compound no.	1	2	3	4	5	6	7	8	9	10
MEKK2wt PB1 HTS	101	100	100	106	107	100	102	104	95	100
PHOSPHO1 inh	19	34	33	38	30	1	20	34	1	-20
MEKK2 mut-MEK5	1	1	12	5	6	-14	5	1	-2	-1
OXTR agonist	-0.8	2.5	-0.9	-1.8	0.7	1.4	-0.5	-1.7	-0.1	0.0
DNA FID counter	-5	-5	-29	-23	-11	-11	27	-5	1	-5
NALP1 yeast inh	0	18	-15	-21	9	20	8	-29	7	52
GPR7 antagonist	-7	-9	-1	-1	-9	-12	-10	4	7	-2
MEKK3 PB1 HTS	102	100	102	102	103	98	103	104	91	106
PfM18AAP inh	-8	-2	-9	-6	-4	-5	-8	12	1	-1

11: Cc1sc2ncnc(N3CCCCC3C)c2c1C (configuration not stated)
12: CCOC(=O)N1CCN(C(=O)c2cnn(-c3ccccc3)c2NC(=O)c2ccccc2F)CC1
13: Cn1c(=O)c2c(c3ccccc31)OC(=O)CC2c1cccnc1 (configuration not stated)
14: O=C(Nc1cccnc1)C1CC(c2ccccc2O)=NO1 (configuration not stated)
15: CSc1ccc(CN2CCN(CC=C(C)C)C(CCO)C2)cc1 (configuration not stated)
16: S=C(NC1CC1)N1CCc2ccccc2C1
17: O=C(O)CC(=O)Nc1ccccc1C(=O)O
18: Cc1ccc(C(C)C)c(OCC(=O)N/N=C2\CC(=O)CC(C)(C)C2)c1
19: CC(C)C(OC(=O)c1cccs1)C(=O)NCCc1ccccc1 (configuration not stated)
20: COc1ccc(N(C(=O)c2cccc(OC)c2OC)C2C=CS(=O)(=O)C2)c(OC)c1 (configuration not stated)

Screen / compound no.	11	12	13	14	15	16	17	18	19	20
MEKK2wt PB1 HTS	103	103	98	102	111	96	104	101	104	110
PHOSPHO1 inh	1	-3	51	0	45	1	6	24	22	48
MEKK2 mut-MEK5	-1	1	-3	3	-2	-4	3	2	4	13
OXTR agonist	4.5	-0.9	nt	2.4	1.8	0.0	0.6	0.6	-1.1	-0.3
DNA FID counter	-4	nt	-2	-4	9	-1	4	-32	-24	-11
NALP1 yeast inh	-1	18	-5	0	8	14	-5	18	9	-6
GPR7 antagonist	-4	nt	-6	3	-9	-12	-3	-12	5	0
MEKK3 PB1 HTS	104	103	93	102	111	100	99	101	102	113
PfM18AAP inh	-8	nt	12	11	-13	-14	9	-6	-2	-1

21: CSc1nsc(SCC(=O)Nc2ccc(Cl)c(C(=O)O)c2)n1
22: CCc1nnc(NC(=O)CSc2nc3c(cc2C#N)CCCC3)s1
23: COc1ccc(-n2c(Cn3nnc4ccccc43)nnc2SCC(=O)O)cc1
24: CC(C)CC(=O)Nc1ccc(S(=O)(=O)N2CCCC2)cc1
25: Cc1[nH]nc(SCC(=O)NCc2ccc(F)cc2)c1[N+](=O)[O-]
26: Cc1nn(-c2ccc(Cl)c(Cl)c2)c(C)c1C(=O)O
27: CCCc1nc(S(=O)(=O)Cc2ccc(Cl)cc2Cl)n[nH]1
28: CCOc1cc(NC(=S)NCCCN2CCOCC2)c(OCC)cc1NC(=O)c1cccc(C)c1
29: Nc1sc(-c2ccccc2)cc1-c1n[nH]c(=S)n1C1CCCCC1
30: O=C(NCc1ccc2c(c1)OCO2)c1n[nH]c(=O)c2ccccc12

Screen / compound no.	21	22	23	24	25	26	27	28	29	30
MEKK2wt PB1 HTS	98	105	100	100	103	100	97	102	95	96
PHOSPHO1 inh	45	2	13	41	17	32	14	-12	20	-22
MEKK2 mut-MEK5	1	3	1	8	-1	-5	2	-2	-3	-2
OXTR agonist	0.2	1.1	-0.5	0.8	-1.2	0.0	-0.1	0.0	-0.9	-0.4
DNA FID counter	-1	-3	-9	-7	-5	-3	-3	1	-27	0
NALP1 yeast inh	0	-2	1	5	15	4	14	-15	-5	-5
GPR7 antagonist	-7	-9	-13	-6	-7	-5	-4	-2	-6	-4
MEKK3 PB1 HTS	100	100	102	104	131*	102	100	102	98	102
PfM18AAP inh	1	-3	-9	-1	6	-3	-11	1	4	0

Given with two lines to a compound: 2 of the compounds above
Results follow in this order: MEKK2wt PB1 HTS | PHOSPHO1 inh | MEKK2 mut-MEK5 | OXTR agonist | DNA FID counter | NALP1 yeast inh | GPR7 antagonist | MEKK3 PB1 HTS | PfM18AAP inh
(23) COc1ccc(-n2c(Cn3nnc4ccccc43)nnc2SCC(=O)O)cc1
 : 100 | 13 | 1 | -0.5 | -9 | 1 | -13 | 102 | -9
(24) CC(C)CC(=O)Nc1ccc(S(=O)(=O)N2CCCC2)cc1
 : 100 | 41 | 8 | 0.8 | -7 | 5 | -6 | 104 | -1

The list goes on:
31: O=C(c1cc2cccc([N+](=O)[O-])c2oc1=O)N1CCOCC1
32: CC(CCc1ccccc1)NC(=O)C1CCN(S(=O)(=O)c2ccc(F)cc2)CC1 (configuration not stated)
33: COc1ccc(CN2C(=O)CN=C2Nc2cc(C)ccc2C)cc1
34: CCOC(=O)N1CCN(c2ncnc3c2cnn3-c2ccc(OC)cc2)CC1
35: Cc1nnc2n(-c3ccccc3)c(=O)c3c4c(sc3n12)CC(C)CC4 (configuration not stated)
36: O=C(NNC(=O)C12CC3CC(CC(C3)C1)C2)c1ccccc1F
37: C=CCn1c(O)c(C(CC)=Nc2ccccc2NC(=O)CC)c(=O)[nH]c1=O
38: CCOc1ccc(-n2c(CCc3ccccc3)n[nH]c2=S)cc1
39: O=C(Cc1ccc(F)cc1)Nc1c2c(nn1-c1cccc(Cl)c1)CS(=O)C2 (configuration not stated)
40: CC(C)n1cnnc1SCC(=O)Nc1cccc(S(=O)(=O)N(C)c2ccccc2)c1

Screen / compound no.	31	32	33	34	35	36	37	38	39	40
MEKK2wt PB1 HTS	98	99	105	nt	102	100	99	92	110	93
PHOSPHO1 inh	2	26	-12	28	18	32	16	-1	-12	24
MEKK2 mut-MEK5	-4	-7	5	nt	1	-4	-1	-6	4	-11
OXTR agonist	-0.2	-0.7	-0.3	nt	-1.2	0.3	2.3	-2.1	0.2	2.6
DNA FID counter	-1	-58	-15	-14	-13	0	2	-4	-9	-17
NALP1 yeast inh	27	11	5	13	8	1	-4	-10	2	nt
GPR7 antagonist	-19	6	13	7	-10	8	2	-7	-3	-9
MEKK3 PB1 HTS	102	99	116	nt	100	96	103	97	107	92
PfM18AAP inh	-3	3	-2	-4	11	-3	20	8	-12	1

41: Fc1ccccc1N1CCN(Cc2nc(-c3ccc(Cl)cc3Cl)no2)CC1
42: Cc1ccc(NC(=O)CN(C)C(=O)CSc2nc3ccccc3c(=O)n2Cc2ccco2)cc1
43: O=C(O)CC/C(=N/NC(=O)CNC(=O)c1ccc2c(c1)OCCO2)c1ccccc1
44: CC(=O)NNc1[nH]c2c(c(=O)c1[N+](=O)[O-])c(=O)n(C)c(=O)n2C
45: CCOc1ccc(N2C(=O)C3C4C=CC([C@H]5CC45)[C@@H]3C2=O)cc1 (some centres not stated)
46: COc1cc(C(=O)O/N=C2\C=CC(=O)C=C2C)cc(OC)c1OC
47: O=C(CCCN1C(=O)/C(=C\c2cccs2)SC1=S)NNC(=O)c1ccncc1
48: Cc1oc2c(CN(C)C)c(O)ccc2c(=O)c1-c1cscn1
49: O=C(NN1C(=O)C2C(C1=O)C1C=CC2C12CC2)c1ccncc1 (configuration not stated)
50: COC(CNC(=O)CSCc1nc(-c2ccc(SC)cc2)oc1C)OC

Screen / compound no.	41	42	43	44	45	46	47	48	49	50
MEKK2wt PB1 HTS	111	102	96	96	102	95	89	101	114	97
PHOSPHO1 inh	10	46	6	6	11	4	-11	21	18	-10
MEKK2 mut-MEK5	3	9	-6	-4	0	5	-11	1	7	-4
OXTR agonist	-1.3	-1.3	-1.9	1.1	-1.8	-0.7	0.9	0.1	-0.7	0.2
DNA FID counter	-12	-20	-18	5	-10	2	-5	2	2	-32
NALP1 yeast inh	5	3	12	5	21	nt	24	6	2	4
GPR7 antagonist	-2	-7	8	-5	-4	-6	-7	2	-10	-26
MEKK3 PB1 HTS	105	102	98	104	107	91	95	99	109	100
PfM18AAP inh	-5	4	10	8	-2	4	4	-4	-9	-4

Ordered by value in MEKK2wt PB1 HTS (highest first): some entries from above.
entry | SMILES | MEKK2wt PB1 HTS | PHOSPHO1 inh | MEKK2 mut-MEK5 | NALP1 yeast inh | GPR7 antagonist | MEKK3 PB1 HTS | PfM18AAP inh
49 | O=C(NN1C(=O)C2C(C1=O)C1C=CC2C12CC2)c1ccncc1 (configuration not stated) | 114 | 18 | 7 | 2 | -10 | 109 | -9
41 | Fc1ccccc1N1CCN(Cc2nc(-c3ccc(Cl)cc3Cl)no2)CC1 | 111 | 10 | 3 | 5 | -2 | 105 | -5
42 | Cc1ccc(NC(=O)CN(C)C(=O)CSc2nc3ccccc3c(=O)n2Cc2ccco2)cc1 | 102 | 46 | 9 | 3 | -7 | 102 | 4
48 | Cc1oc2c(CN(C)C)c(O)ccc2c(=O)c1-c1cscn1 | 101 | 21 | 1 | 6 | 2 | 99 | -4
46 | COc1cc(C(=O)O/N=C2\C=CC(=O)C=C2C)cc(OC)c1OC | 95 | 4 | 5 | nt | -6 | 91 | 4

Later entries
51: Cc1ccc(S(=O)(=O)NNC2=NCCCCC2)cc1
52: COc1ccc(C(=O)c2sc3nc(-c4ccc(OC)cc4)ccc3c2N)cc1
53: Cc1ccc2c(Cl)c(C)c(N3CCCCC3)nc2n1
54: CCOC(=O)CC(=O)Nc1ccc(Br)cc1C(=O)O

Screen / compound no.	51	52	53	54
MEKK2wt PB1 HTS	100	94	105	105
PHOSPHO1 inh	-1	3	-2	-11
MEKK2 mut-MEK5	3	-1	1	8
OXTR agonist	0.9	1.4	-2.4	0.3
DNA FID counter	-5	-14	-9	2
NALP1 yeast inh	7	31	46*	12
GPR7 antagonist	-3	4	-12	-5
MEKK3 PB1 HTS	100	104	131*	106
PfM18AAP inh	3	14	0	2

In a second layout: results already given.
item | SMILES | MEKK2wt PB1 HTS | PHOSPHO1 inh | MEKK2 mut-MEK5 | OXTR agonist | DNA FID counter | NALP1 yeast inh | GPR7 antagonist | MEKK3 PB1 HTS | PfM18AAP inh
51 | Cc1ccc(S(=O)(=O)NNC2=NCCCCC2)cc1 | 100 | -1 | 3 | 0.9 | -5 | 7 | -3 | 100 | 3
52 | COc1ccc(C(=O)c2sc3nc(-c4ccc(OC)cc4)ccc3c2N)cc1 | 94 | 3 | -1 | 1.4 | -14 | 31 | 4 | 104 | 14
